Screening results from PubChem BioAssay.
M4 ag: human M4 muscarinic receptor agonists, primary screen, CHO-K1 cells, Fluo-8 calcium fluorescence; CHO-K1 hM4/Gqi5; vehicle 0%, full acetylcholine response 100%; Muscarinic acetylcholine receptor M4 (Homo sapiens), P08173; activation, % at 3 µM; AID 624127, 2012; actives 0.14% (n = 360,000);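 active = activation above the run mean over all test wells plus 3 SD, cut at about 32% in these data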;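 note: peak over basal fluorescence ratio per well then scaled between controls; 0% = DMSO wells and 100% = acetylcholine at EC100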
Target sequence (P08173 whole entry, looked up): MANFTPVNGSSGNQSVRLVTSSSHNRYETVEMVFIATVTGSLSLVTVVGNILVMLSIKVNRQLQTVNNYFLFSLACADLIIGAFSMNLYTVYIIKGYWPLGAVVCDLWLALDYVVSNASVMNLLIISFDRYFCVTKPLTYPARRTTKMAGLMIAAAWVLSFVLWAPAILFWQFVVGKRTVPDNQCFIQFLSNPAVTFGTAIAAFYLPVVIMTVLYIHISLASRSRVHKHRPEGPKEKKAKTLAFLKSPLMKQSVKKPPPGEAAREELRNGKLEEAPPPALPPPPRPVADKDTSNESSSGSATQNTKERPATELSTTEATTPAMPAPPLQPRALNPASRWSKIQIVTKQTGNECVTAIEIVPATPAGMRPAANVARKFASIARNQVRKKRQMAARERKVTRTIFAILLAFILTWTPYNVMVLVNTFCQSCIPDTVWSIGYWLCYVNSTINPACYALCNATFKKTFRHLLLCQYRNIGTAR
CHO-K1 Ca antag: nonselective inhibitor or artifact in parental CHO-K1 cells; inhibition, % at 3 µM; actives 0.6% (n = 360,000); ATP-induced calcium, Fluo-8 fluorescence;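 active = inhibition above a per-plate cutoff, the plate's mean sample inhibition plus 3 SD, cut at about 24% in these data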;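 note: 0% = DMSO plus EC80 ATP and 100% = DMSO alone without ATP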
CHRM5 PAM: human M5 muscarinic receptor positive allosteric modulators, primary screen, CHO-K1 cells, Fluo-8 calcium fluorescence | Muscarinic acetylcholine receptor M5 (Homo sapiens), P08912 | CHO-K1 hM5, ACh EC20 PAM; 0% = ACh EC20, 100% = ACh EC100 | activation, % at 3 µM | actives 0.3% (n = 360,000);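 active = activation above the run cutoff, the mean activation of all test compounds plus 3 SD, cut at about 18% in these data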
Target sequence (P08912 whole entry, looked up): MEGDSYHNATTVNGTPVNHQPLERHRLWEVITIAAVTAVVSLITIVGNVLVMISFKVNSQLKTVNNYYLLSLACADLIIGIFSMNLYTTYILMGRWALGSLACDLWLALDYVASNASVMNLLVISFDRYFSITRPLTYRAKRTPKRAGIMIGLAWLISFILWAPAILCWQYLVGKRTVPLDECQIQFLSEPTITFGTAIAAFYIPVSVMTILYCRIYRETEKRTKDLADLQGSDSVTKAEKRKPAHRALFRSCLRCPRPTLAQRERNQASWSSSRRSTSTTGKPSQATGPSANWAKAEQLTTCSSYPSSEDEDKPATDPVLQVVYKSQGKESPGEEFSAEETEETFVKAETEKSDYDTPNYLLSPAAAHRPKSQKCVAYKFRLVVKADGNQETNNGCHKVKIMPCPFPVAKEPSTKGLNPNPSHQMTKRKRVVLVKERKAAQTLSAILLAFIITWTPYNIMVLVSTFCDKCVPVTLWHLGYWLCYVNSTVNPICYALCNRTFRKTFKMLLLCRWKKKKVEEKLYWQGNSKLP
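Measured by: Fluo-8 calcium fluorescence; material: human M5 receptor in CHO-K1 cells; schedule: Post-acetylcholine fluorescence recording 140 s; benchmarks: low control EC20 acetylcholine (0%), high control EC100 acetylcholine (100%); read-out: Max/basal fluorescence ratio as % of EC20–EC100 ACh window; compound: single dose, 3 µM nominal final test concentration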
M1 PAM parental: nonselective calcium activators in parental CHO-K1 cells, primary screen, counter-screen for M1 PAM project, cell-based, Fluo-8 calcium fluorescence, full deck, 1536-well; ATP EC20; 0% at ATP EC20, 100% at ATP max; activation, % at 3 µM; actives 0.02% (n = 360,000);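 active = activation above the run cutoff, the mean activation of all test compounds plus 3 SD, cut at about 40% in these data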;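 note: peak over basal fluorescence ratio in a 140 s read after ATP addition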
M4 PAM: human M4 muscarinic receptor positive allosteric modulators, primary screen, CHO-K1 cells, Fluo-8 calcium fluorescence; CHO-K1 hM4/Gqi5, ACh EC20; 0% = ACh EC20, 100% = maximal ACh; activation, % at 3 µM; actives 0.4% (n = 360,000); AID 624126, 2012;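 active = activation above its plate's cutoff, the mean activation of sample wells plus 3 SD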; note: some results filed as inactive read as strong as hits
M1 ag parental: counter-screen for M1 agonists: effect in parental CHO-K1 cells. Fluo-8 calcium fluorescence; scaled to maximal ATP response, vehicle zero. activation, % at 3 µM. actives 0.48% (n = 360,000). AID 602248, 2012; in the data active = activation above about 15%;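 note: untransfected CHO-K1 host cells lacking M1 receptor as counterscreen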
CHRM5 antagonist: human M5 muscarinic receptor antagonists, primary screen, CHO cells, Fluo-8 calcium fluorescence; inhibition, % at 3 µM; AID 624040, 2012; CHO-hM5 cells, ACh EC80; actives 0.59% (n = 360,000); Muscarinic acetylcholine receptor M5 (Homo sapiens), P08912;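 active = inhibition above a per-plate cutoff, the mean of that plate's test compounds plus 3 SD, cut at about 27% in these data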;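 note: 0% = acetylcholine EC80 with DMSO and 100% = DMSO without agonist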
CHRM4 antagonist: human M4 muscarinic receptor antagonists, primary screen, CHO cells, Fluo-8 calcium fluorescence. Muscarinic acetylcholine receptor M4 (Homo sapiens), P08173. CHO-hM4 cells, ACh EC80. inhibition, % at 3 µM. actives 0.73% (n = 360,000). AID 624125, 2012;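 active = inhibition above its plate's cutoff, the mean inhibition of sample wells plus 3 SD, cut at about 27% in these data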;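 note: 0% = acetylcholine EC80 with DMSO and 100% = DMSO without agonist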
CHRM5 agonist: human M5 muscarinic receptor agonists, primary screen, CHO-K1 cells, Fluo-8 calcium fluorescence | Muscarinic acetylcholine receptor M5 (Homo sapiens), P08912 | CHO-K1 hM5 cells; 0% DMSO wells, 100% maximal acetylcholine response | activation, % at 3 µM | actives 0.19% (n = 360,000) | AID 624037, 2012;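 active = activation above the run's mean over test compounds plus 3 SD, cut at about 23% in these data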;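 note: signal is peak over basal fluorescence ratio across the kinetic read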
* hit, by the source's call.

Order of results: M4 ag	CHO-K1 Ca antag	CHRM5 PAM	M1 PAM parental	M4 PAM	M1 ag parental	CHRM5 antagonist	CHRM4 antagonist	CHRM5 agonist
1) Cc1ccccc1C(=O)N1CCC(C(=O)NN2C(=O)NC3(CCCCC3)C2=O)CC1
 : 0	-4	2	3	9	-0.2	-2	-6	2
2) CC(NC(=O)CN(C)Cc1cccc(F)c1)c1ccccc1 (configuration not stated)
 : 0	-12	1	12	1	0.1	5	6	-5
3) O=C(O)COc1c(-c2ccco2)oc2ccccc2c1=O
 : 0	-3	5	-4	14	0.0	-6	-14	-4
4) Cc1ccc(-n2c(C)nnc2SCC(=O)N(C)c2c(N)n(Cc3ccccc3)c(=O)[nH]c2=O)cc1
 : 1	-8	-1	5	5	0.9	11	-9	3
5) CCOc1cc(NC(=O)c2ccco2)c(OCC)cc1NC(=O)COc1ccccc1
 : 3	-7	-5	12	-1	0.8	6	6	1
6) CCC(c1nc2ccccc2[nH]1)N(Cc1cccnc1)C(=O)c1cc(-c2ccccc2)on1 (configuration not stated)
 : 12	7	-6	13	0	4.0	5	-14	-3
7) Cc1ccc(CN2CCN(Cc3cnc(C)[nH]3)CC2CCO)cc1 (configuration not stated)
 : 1	6	11	15	-2	0.1	10	1	0
8) O=C1CSC(=Nc2ccc(Cl)cc2)N1Cc1ccco1
 : 13	29*	-21	-20	-30	3.6	18	7	-4
9) Clc1ccc(CN2CCN(c3ccccc3)CC2)cn1
 : 0	-14	-6	17	-12	1.6	7	9	-9
10) CC(C)C(OC(=O)c1ccco1)C(=O)NC1CCCCC1 (configuration not stated)
 : 0	-9	4	7	-5	0.2	-5	11	-2
11) Cc1nc(N(C)C)c2sc(=S)n(Cc3ccccc3)c2n1
 : 1	2	2	13	3	7.8	11	1	0
12) C/C(=N/NC(=O)CNC(=O)COc1ccccc1)c1ccco1
 : 1	-17	-4	31	12	-0.3	5	-12	-7
13) O=C(c1ccco1)N(Cc1cccc(Br)c1)C1CCS(=O)(=O)C1 (configuration not stated)
 : 2	2	-3	-1	5	0.6	10	-10	-5
14) Clc1ccccc1N1CCN(c2ncnc3nc[nH]c23)CC1
 : 1	-4	-4	6	-1	-0.5	4	5	1
15) O=C(/C=C/c1ccccc1)NC(=S)Nc1ccccc1C(=O)NC1CCCCC1
 : 1	-20	-3	9	-2	-0.5	-2	1	1

Some of these compounds in order of the CHRM5 antagonist value, largest number first:
| no. | compound | CHRM5 antagonist |
| --- | --- | --- |
| 11 | Cc1nc(N(C)C)c2sc(=S)n(Cc3ccccc3)c2n1 | 11 |
| 9 | Clc1ccc(CN2CCN(c3ccccc3)CC2)cn1 | 7 |
| 12 | C/C(=N/NC(=O)CNC(=O)COc1ccccc1)c1ccco1 | 5 |
| 10 | CC(C)C(OC(=O)c1ccco1)C(=O)NC1CCCCC1 (configuration not stated) | -5 |

Following part:
Order of results: M4 ag	CHO-K1 Ca antag	CHRM5 PAM	M1 PAM parental	M4 PAM	M1 ag parental	CHRM5 antagonist	CHRM4 antagonist	CHRM5 agonist
16) COc1ccc(S(=O)(=O)N2CCOC2CNC(=O)C(=O)NCCc2ccccc2OC)cc1 (configuration not stated)
 : 5	6	-11	-3	-5	1.3	4	4	2
17) COc1ccc(CCNC(=O)N2c3ccccc3Sc3ccccc32)cc1
 : 9	10	-22	8	-13	7.4	11	15	-8
18) CCC(Oc1ccccc1)C(=O)Nc1ccccc1C(=O)N1CCCCC1 (configuration not stated)
 : 14	1	-8	14	-13	5.6	17	1	-3
19) O=C(/C=C/c1ccco1)N(Cc1ccccc1F)C1CCS(=O)(=O)C1 (configuration not stated)
 : 1	-6	-4	4	0	1.3	7	5	-5
20) O=C(O)CNC(=O)CCn1nnc2ccccc2c1=O
 : 0	-6	-3	5	1	0.4	6	7	2
21) COC(=O)Cc1cc(=O)[nH]c(/N=C(\N)Nc2cccc(C)c2)n1
 : 0	-12	5	-1	-7	0.2	4	7	1
22) CCCn1c(N)c(Sc2ccc(C)cc2)c(=O)n(CCC)c1=O
 : 0	-10	3	20	-6	0.5	6	7	-1
23) C[C@H]1CN([C@@H](C)CO)C(=O)CCCn2cc(nn2)CO[C@@H]1CN(C)C(=O)c1ccc(N2CCN(C)CC2)cc1
 : 0	23	-4	-7	-3	0.0	8	-4	0
24) CCc1cc2c(=O)n(-c3ccccc3)c(SCC(=O)O)nc2s1
 : 1	12	-3	7	2	0.1	9	4	1
25) Cc1cc(NC(=O)COC(=O)C2CC(=O)N(c3ccccc3Cl)C2)no1 (configuration not stated)
 : 1	-11	-4	13	-5	0.4	8	-9	-1
26) Cc1nn2c(COc3ccc(NC(=O)C(C)C)cc3)nnc2c2ccccc12
 : 4	-9	3	29	-2	2.5	3	-3	1
27) CCOC(=O)N1CCN(C(=O)Cn2nc(-c3ccc(Cl)cc3)ccc2=O)CC1
 : 0	-7	-2	24	1	0.7	3	0	-2
28) O=C(NC1CCCCC1)C(c1ccncc1)N(C(=O)c1csnn1)c1cccc(F)c1 (configuration not stated)
 : 1	-4	2	14	3	-0.3	-4	2	0
29) COc1ccc(C(=O)NCC(=O)NCCc2c[nH]c3ccccc23)cc1OC
 : 1	-19	2	11	3	0.4	10	-2	1
30) O=C(NCc1cccnc1)C1CC(c2ccc(F)cc2)=NO1 (configuration not stated)
 : 1	-14	-4	22	1	1.6	8	2	-2

The list goes on, starting with the last four of the part before.
Order of results: M4 ag	CHO-K1 Ca antag	CHRM5 PAM	M1 PAM parental	M4 PAM	M1 ag parental	CHRM5 antagonist	CHRM4 antagonist	CHRM5 agonist
27) CCOC(=O)N1CCN(C(=O)Cn2nc(-c3ccc(Cl)cc3)ccc2=O)CC1
 : 0	-7	-2	24	1	0.7	3	0	-2
28) O=C(NC1CCCCC1)C(c1ccncc1)N(C(=O)c1csnn1)c1cccc(F)c1 (configuration not stated)
 : 1	-4	2	14	3	-0.3	-4	2	0
29) COc1ccc(C(=O)NCC(=O)NCCc2c[nH]c3ccccc23)cc1OC
 : 1	-19	2	11	3	0.4	10	-2	1
30) O=C(NCc1cccnc1)C1CC(c2ccc(F)cc2)=NO1 (configuration not stated)
 : 1	-14	-4	22	1	1.6	8	2	-2
31) CC(C)/C=C1\CCCCC1N(C)C(=O)NC(C)C (configuration not stated)
 : -1	-12	-6	1	1	0.1	1	10	0
32) CSCCC(NC(=O)c1cc(C)oc1C)C(=O)O (configuration not stated)
 : 1	2	-6	9	4	-0.1	5	4	1
33) COC(=O)[C@H](Cc1ccccc1)NC(=O)Cn1cnc2c(NCc3ccccc3)ncnc21
 : 2	-12	4	14	-1	1.0	-1	-9	3
34) NC(=O)c1c(NC(=O)C2CCCO2)sc2c1CCC2 (configuration not stated)
 : -1	0	3	-7	1	0.0	-2	-8	2
35) O=C(CSc1nc2c(c(=O)[nH]1)CCC2)Nc1ccccc1Cl
 : 0	-14	4	17	3	1.0	0	1	-1
36) CC1=CC(C)(C)n2c(O)c(N=NC(N)=S)c3c(C)ccc1c32
 : 1	2	1	7	15	0.0	-2	5	-2
37) COc1c(OC)c(O)c2c(=O)c(O)c(-c3ccccc3)oc2c1OC
 : 1	16	-6	-13	-1	-0.2	4	-4	-1
38) O=C(NCCS(=O)(=O)c1ccc(Br)cc1)c1ccc(F)cc1
 : 1	3	-4	-19	-1	0.4	3	-9	-3
39) Cc1nn(C)cc1/C=N/NC(=O)CSc1ccccn1
 : -1	-8	-12	8	-3	0.2	16	-3	-1
40) COc1ccc(OCc2cc(C(=O)NC3CCOC(C)(C)C3)no2)c2ccccc12 (configuration not stated)
 : 5	4	2	-6	7	0.9	-8	-12	-4
41) CCSCc1nnc(SCC(=O)Nc2cccc(C(C)=O)c2)n1C
 : 1	4	3	-8	4	-0.2	7	1	1
42) CCOC(=O)c1ccc(NC(=O)NCc2ccncc2)cc1
 : 1	2	-7	-3	-1	0.3	-2	6	-3
43) Cc1ncsc1C(=O)N1N=C2/C(=C/c3ccccc3)CCCC2C1c1ccccc1 (configuration not stated)
 : 0	-34	-5	14	6	-0.5	-2	9	2
44) OCC(CO)(CO)NCC(O)CN1c2ccccc2Sc2ccccc21 (configuration not stated)
 : 0	-2	3	14	0	-0.1	5	1	-5
45) Clc1ccc(OCCSCc2nc3ccccc3[nH]2)cc1
 : 4	1	-5	10	-4	2.4	6	16	-1

Only CHRM5 PAM (3 entries from above):
entry	SMILES	CHRM5 PAM
37	COc1c(OC)c(O)c2c(=O)c(O)c(-c3ccccc3)oc2c1OC	-6
38	O=C(NCCS(=O)(=O)c1ccc(Br)cc1)c1ccc(F)cc1	-4
39	Cc1nn(C)cc1/C=N/NC(=O)CSc1ccccn1	-12

Additional entries follow.
Order of results: M4 ag	CHO-K1 Ca antag	CHRM5 PAM	M1 PAM parental	M4 PAM	M1 ag parental	CHRM5 antagonist	CHRM4 antagonist	CHRM5 agonist
46) CC1Cc2ccccc2N1S(=O)(=O)c1cccc(C(=O)OCC(=O)NC2CCS(=O)(=O)C2)c1 (configuration not stated)
 : 1	1	5	7	0	0.1	0	6	-1
47) CCC(C)c1ccccc1N1CC(C(=O)NCCc2ccc(OC)c(OC)c2)CC1=O (configuration not stated)
 : 1	-3	2	9	3	1.6	-2	-6	2
48) C=CCOC(=O)Nc1c(C(=O)OC)[nH]c2ccc(Cl)cc12
 : 7	8	12	-7	2	0.2	1	5	-6
49) O=C(Nc1ccc(Br)cc1)c1ccc2c(c1)OCO2
 : 0	-4	-4	10	3	2.0	16	7	-2
50) COc1ccc(-c2[nH]c(-c3ccc4c(c3)OCO4)nc2-c2ccccc2)cc1
 : 0	10	-23	-3	-9	0.2	3	5	-10
51) COc1ccc(C(C(=O)NC(C)(C)C)N(C(=O)CCC(=O)Nc2cc(C)on2)c2cc(C)cc(C)c2)cc1 (configuration not stated)
 : -1	-10	9	26	-1	0.2	-7	1	-2
52) CCc1ccccc1NCC(=O)Nc1ccccc1C(=O)OC
 : 1	-15	-2	29	-3	1.6	-4	-3	-6
53) CCCCn1c(N)c(N(CC)C(=O)CSCc2c(C)noc2C)c(=O)[nH]c1=O
 : 1	7	-2	9	0	5.3	14	-4	-5
54) O=c1c2c(nc3n1CCCCC3)-c1ccccc1CC21CCCCC1
 : 0	-23	-6	2	-1	0.3	3	-9	-1
55) CCOC(=O)C(Oc1ccc(=O)n(-c2ccccc2)n1)C(C)=O (configuration not stated)
 : 0	-9	4	14	2	0.9	-5	-1	1
56) COc1ccc(CN(C)C(=O)c2cccc(NS(=O)(=O)c3ccccc3)c2)cc1F
 : 6	-5	0	8	-1	2.1	9	-10	0
57) COc1ccc(N2CCN(Cc3nc4ccsc4c(=O)[nH]3)CC2)cc1
 : 1	-5	-2	13	0	0.3	-5	3	1
58) CCN1CCN(c2c(/C=C3\SC(=S)N(Cc4ccco4)C3=O)c(C)c(C#N)c(=O)n2C)CC1
 : 21	10	-20	-26	-32	12	15	7	57*
